Screening results (PubChem)
T cruzi HTS: blocks T. cruzi growth inside host cells; intracellular Trypanosoma cruzi in host cells, plate reader; activity score (inhibition), % at 5.01 µM; actives 4.9% (n = 22,000); AID 651903; in the data active = activity score above about 55%; inconclusive = no clear call, values can overlap the other calls;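 note: parasites and compound incubated about four days before reading; 0% = median of neutral control wells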
INS-1E rescue: preserves ATP levels in cytokine-treated INS-1E cells | AID 488910 | INS-1E cytokine-induced death, ATP luminescence, 48 h; normalised: neutral wells 0, positive control 100 | actives 0.1% (n = 20,000) | protection from cytokine-induced ATP loss, % at 10 µM;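 active = mean replicate protection from cytokine-induced ATP loss at least 50% and at least 75% of replicates each reaching 50%; inconclusive = meets only one of the two criteria, mean or replicate share; inactive = fails both the mean and replicate share criteria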
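assay system = INS-1E rat insulinoma cells | amount = 8000 cells per well | medium = phenol-red-free RPMI with 5% fetal bovine serum | doses = one compound concentration, pin transfer | timing = 48 h cytokine plus compound treatment, 10 min reagent incubation | also added = IL-1β, TNF-α and IFN-γ cytokine mix | signal = CellTiter-Glo luminescence measuring cellular ATP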
The depositor's hits bear a star; ? = inconclusive; . = not tested or not shown.

Start of the data: the first two records as a preview:
Each structure is followed by: T cruzi HTS	INS-1E rescue
- COc1ccc(NC(=O)Nc2ccc3c(c2)CC(=O)N([C@@H](C)CO)C[C@@H](C)[C@@H](CN(C)CC2CCCCC2)O3)cc1
 : 17.8	-10.6
- C[C@@H]1CCCCO[C@H](CN(C)S(=O)(=O)c2cccs2)[C@@H](C)CN([C@H](C)CO)C(=O)c2cc(NC(=O)Nc3ccc(F)cc3)ccc2O1
 : 2.2	0.4

All compounds of this part, from the first entry:
Each structure is followed by: T cruzi HTS	INS-1E rescue
- COc1ccc(NC(=O)Nc2ccc3c(c2)CC(=O)N([C@@H](C)CO)C[C@@H](C)[C@@H](CN(C)CC2CCCCC2)O3)cc1
 : 17.8	-10.6
- C[C@@H]1CCCCO[C@H](CN(C)S(=O)(=O)c2cccs2)[C@@H](C)CN([C@H](C)CO)C(=O)c2cc(NC(=O)Nc3ccc(F)cc3)ccc2O1
 : 2.2	0.4
- CNC[C@H]1Oc2ccc(NC(=O)Nc3ccc(F)cc3)cc2CC(=O)N([C@@H](C)CO)C[C@H]1C
 : -33.2	8.5
- C[C@@H]1CCCCO[C@@H](CN(C)C(=O)Cc2ccccc2)[C@@H](C)CN([C@H](C)CO)C(=O)c2cc(NC(=O)C3CCCCC3)ccc2O1
 : 2.9	0.8
- C[C@H](CO)N1C[C@H](C)[C@H](CN(C)C(=O)Nc2ccc3c(c2)OCO3)OCc2cnnn2CCCC1=O
 : -3.0	3.6
- C[C@@H]1CN([C@@H](C)CO)C(=O)CCCn2nncc2CO[C@@H]1CN(C)S(=O)(=O)c1cn(C)cn1
 : -8.4	6.5
- C[C@@H]1CN([C@@H](C)CO)C(=O)Cc2cc(NC(=O)Nc3ccc4c(c3)OCO4)ccc2O[C@@H]1CN(C)CC1CC1
 : .	-5.2
- C[C@H](CO)N1C[C@H](C)[C@@H](CN(C)C(=O)Nc2cccc3ccccc23)Oc2ccc(NC(=O)CCN3CCOCC3)cc2C1=O
 : -11.4	.
- CC(C)NC(=O)Nc1ccc2c(c1)C(=O)N([C@@H](C)CO)C[C@@H](C)[C@@H](CN(C)C(=O)Nc1ccccc1)O2
 : 7.8	1.7
- C[C@@H]1CN([C@@H](C)CO)C(=O)c2cc(NC(=O)CCCCCC(=O)Nc3ccccc3N)ccc2O[C@H]1CN(C)S(=O)(=O)c1ccc(Cl)cc1
 : 18.1	-3.8
- C[C@@H]1CN([C@@H](C)CO)C(=O)Cc2cc(NC(=O)Cc3cn(C)c4ccccc34)ccc2O[C@@H]1CN(C)C(=O)Nc1ccc2c(c1)OCO2
 : -20.5	10.7
- Cc1noc(C)c1NC(=O)N(C)C[C@H]1Oc2c(NS(C)(=O)=O)cccc2C(=O)N([C@H](C)CO)C[C@@H]1C
 : -19.3	13.0
- C[C@H]1CN([C@@H](C)CO)C(=O)Cc2cc(NC(=O)Nc3ccc(C(F)(F)F)cc3)ccc2O[C@H]1CN(C)Cc1ccc(C(F)(F)F)cc1
 : 82.2*	-90.2
- Cc1noc(C)c1S(=O)(=O)N(C)C[C@H]1Oc2c(NS(C)(=O)=O)cccc2C(=O)N([C@@H](C)CO)C[C@H]1C
 : -10.9	5.5
- CC(C)NC(=O)N(C)C[C@H]1Oc2ccc(NC(=O)c3ccncc3)cc2C(=O)N([C@H](C)CO)C[C@@H]1C
 : -9.1	4.6
- C[C@H]1CN([C@@H](C)CO)C(=O)Cc2cc(N(C)C)ccc2O[C@H]1CN(C)C(=O)Nc1ccccc1
 : -24.1	15.9
- C[C@H]1CN([C@@H](C)CO)C(=O)c2cc(NS(=O)(=O)c3cccs3)ccc2O[C@H]1CN(C)CC1CC1
 : -3.4	1.9
- C[C@H](CO)N1C[C@H](C)[C@H](CN(C)S(=O)(=O)c2cn(C)cn2)Oc2ccc(NC(=O)Nc3ccc(F)cc3)cc2C1=O
 : -26.2	4.9
- C[C@H]1CN([C@@H](C)CO)C(=O)c2cc(NC(=O)Cc3ccccc3)ccc2O[C@H]1CN(C)C(=O)Nc1ccccc1
 : 7.7	1.1
- C[C@@H]1CN([C@H](C)CO)C(=O)Cc2cc(NC(=O)C3CC3)ccc2O[C@@H]1CN(C)Cc1ccc(Oc2ccccc2)cc1
 : 4.3	-14.9
- C[C@H]1CN([C@@H](C)CO)C(=O)c2cccc(NC(=O)NC3CCCCC3)c2O[C@@H]1CN(C)Cc1ccccc1
 : 1.3	-1.8
- C[C@@H]1CCCCO[C@H](CN(C)C(=O)CCC(F)(F)F)[C@@H](C)CN([C@H](C)CO)C(=O)c2cc(NC(=O)Cc3ccccc3)ccc2O1
 : 34.8	7.3
- C[C@H]1CN([C@@H](C)CO)C(=O)c2cc(NC(=O)CCC(F)(F)F)ccc2O[C@@H]1CN(C)Cc1ccncc1
 : 6.3	-0.5
- C[C@@H]1CCCCO[C@@H](CN(C)S(=O)(=O)c2cccs2)[C@@H](C)CN([C@H](C)CO)C(=O)c2cc(N(C)C)ccc2O1
 : 18.1	10.0
- C[C@H]1CN([C@@H](C)CO)C(=O)CCCn2nncc2CO[C@H]1CN(C)C(=O)Nc1cccc(C(F)(F)F)c1
 : -14.1	-1.0
- COc1ccc(S(=O)(=O)Nc2ccc3c(c2)C(=O)N([C@H](C)CO)C[C@@H](C)[C@H](CN(C)S(=O)(=O)c2ccc(C)cc2)O3)cc1
 : 0.1	-13.4
- C[C@H]1CN([C@@H](C)CO)C(=O)c2cccc(NC(=O)C3CC3)c2O[C@H]1CN(C)C(=O)Nc1ccc(C(F)(F)F)cc1
 : 15.0	9.3
- C[C@@H]1CN([C@H](C)CO)C(=O)c2cc(NS(=O)(=O)c3cn(C)cn3)ccc2O[C@H]1CN(C)CC1CCCCC1
 : 9.1	6.6
- C[C@@H]1CN([C@H](C)CO)C(=O)c2cc(NC(=O)Nc3ccc(F)cc3)ccc2O[C@H]1CN(C)Cc1ccc(C(=O)O)cc1
 : -6.6	.
- COc1ccc(NC(=O)N(C)C[C@@H]2Oc3c(NS(=O)(=O)c4ccc(F)cc4)cccc3C(=O)N([C@H](C)CO)C[C@@H]2C)cc1
 : 12.6	-7.8
- Cc1ccc(S(=O)(=O)Nc2ccc3c(c2)CC(=O)N([C@H](C)CO)C[C@@H](C)[C@@H](CN(C)CC2CCCCC2)O3)cc1
 : 26.2	-5.8
- C[C@@H]1CN([C@@H](C)CO)C(=O)c2cccc(NC(=O)c3ccncc3)c2O[C@@H]1CN(C)Cc1ccc(Oc2ccccc2)cc1
 : 77.9*	-19.7
- C[C@@H]1CCCCO[C@H](CN(C)Cc2ccccc2)[C@@H](C)CN([C@H](C)CO)C(=O)c2cc(NC(=O)C3CCCCC3)ccc2O1
 : 2.9	-12.2
- O=C(CCCCCCC(=O)Nc1ccccc1O)N/N=C/c1ccc(C(=O)O)cc1
 : -9.7	-1.0
- C[C@H]1CN([C@@H](C)CO)C(=O)Cc2cc(NS(=O)(=O)c3cn(C)cn3)ccc2O[C@@H]1CN(C)C(=O)Nc1ccccc1
 : -0.9	1.2
- C[C@H]1CN([C@@H](C)CO)C(=O)c2cccc(NC(=O)c3ccncc3)c2O[C@H]1CN(C)Cc1ccc2c(c1)OCO2
 : 62.3*	0.7
- Cc1ccc(S(=O)(=O)N(C)C[C@@H]2Oc3ccc(NC(=O)Cc4ccccc4)cc3CC(=O)N([C@H](C)CO)C[C@@H]2C)cc1
 : 18.6	5.8
- C[C@H]1CN([C@@H](C)CO)C(=O)CCCn2cc(nn2)CO[C@H]1CN(C)C(=O)Nc1cccc2ccccc12
 : -7.4	.
- C[C@@H]1CN([C@@H](C)CO)C(=O)c2cccc(NC(=O)Nc3ccc(F)cc3)c2O[C@H]1CN(C)Cc1ccncc1
 : 3.5	-7.0
- C[C@H](CO)N1C[C@H](C)[C@@H](CN(C)S(C)(=O)=O)Oc2c(NC(=O)Nc3cccc4ccccc34)cccc2C1=O
 : -8.7	4.2

Random excerpt: four records from the list.
Each structure is followed by: T cruzi HTS	INS-1E rescue
- C[C@H]1CN([C@@H](C)CO)C(=O)c2cccc(NC(=O)C3CC3)c2O[C@H]1CN(C)C(=O)Nc1ccc(C(F)(F)F)cc1
 : 15.0	9.3
- C[C@@H]1CCCCO[C@H](CN(C)Cc2ccccc2)[C@@H](C)CN([C@H](C)CO)C(=O)c2cc(NC(=O)C3CCCCC3)ccc2O1
 : 2.9	-12.2
- C[C@H]1CN([C@@H](C)CO)C(=O)CCCn2nncc2CO[C@H]1CN(C)C(=O)Nc1cccc(C(F)(F)F)c1
 : -14.1	-1.0
- COc1ccc(S(=O)(=O)Nc2ccc3c(c2)C(=O)N([C@H](C)CO)C[C@@H](C)[C@H](CN(C)S(=O)(=O)c2ccc(C)cc2)O3)cc1
 : 0.1	-13.4

Following part.
Each structure is followed by: T cruzi HTS	INS-1E rescue
- C[C@H](CO)N1C[C@H](C)[C@@H](CN(C)Cc2ccc(Oc3ccccc3)cc2)Oc2c(NC(=O)Nc3ccc(F)cc3)cccc2C1=O
 : 59.5*	-35.9
- Cc1noc(C)c1NC(=O)Nc1cccc2c1O[C@@H](CN(C)C(=O)Nc1ccc3c(c1)OCO3)[C@@H](C)CN([C@H](C)CO)C2=O
 : -25.8	11.9
- CNC[C@@H]1Oc2ccc(NS(=O)(=O)c3cccs3)cc2CC(=O)N([C@H](C)CO)C[C@H]1C
 : -22.9	0.3
- C[C@H](CO)N1C[C@H](C)[C@H](CN(C)CC2CCCCC2)Oc2ccc(NS(=O)(=O)c3cn(C)cn3)cc2CC1=O
 : -17.5	-2.8
- Cc1ccc(S(=O)(=O)Nc2cccc3c2O[C@@H](CN(C)S(=O)(=O)c2ccc(Cl)cc2)[C@@H](C)CN([C@H](C)CO)C3=O)cc1
 : 58.0*	-22.1
- C[C@H](CO)N1C[C@H](C)[C@@H](CN(C)S(=O)(=O)c2ccc(F)cc2)Oc2ccc(NC(=O)CCC(F)(F)F)cc2C1=O
 : 5.0	-2.8
- Cc1noc(C)c1S(=O)(=O)Nc1ccc2c(c1)C(=O)N([C@@H](C)CO)C[C@@H](C)[C@@H](CN(C)Cc1ccc(-c3ccccc3)cc1)O2
 : 40.3	-9.1
- Cc1noc(C)c1S(=O)(=O)Nc1ccc2c(c1)CC(=O)N([C@@H](C)CO)C[C@@H](C)[C@@H](CN(C)CC1CCCCC1)O2
 : -28.6	6.3
- C[C@@H]1CN([C@@H](C)CO)C(=O)c2cccc(NS(=O)(=O)c3ccccc3)c2O[C@@H]1CN(C)Cc1ccc(C(=O)Nc2ccccc2N)cc1
 : 46.7	?
- C[C@@H]1CN([C@H](C)CO)C(=O)c2cccc(NS(=O)(=O)c3ccc(F)cc3)c2O[C@@H]1CN(C)C(=O)Nc1ccc(C(F)(F)F)cc1
 : 65.8*	-38.0
- C[C@@H]1CCCCO[C@H](CN(C)S(=O)(=O)c2ccc(Cl)cc2)[C@@H](C)CN([C@H](C)CO)C(=O)c2cc(NS(=O)(=O)c3ccccc3)ccc2O1
 : 12.5	-8.8
- CC(C)NC(=O)Nc1ccc2c(c1)C(=O)N([C@@H](C)CO)C[C@H](C)[C@@H](CN(C)S(=O)(=O)c1ccc(F)cc1)O2
 : -12.1	9.8
- C[C@@H]1CN([C@H](C)CO)C(=O)Cc2cc(NC(=O)CCN3CCOCC3)ccc2O[C@@H]1CN(C)S(C)(=O)=O
 : -13.8	3.9
- CC(C)NC(=O)N(C)C[C@H]1Oc2ccc(NS(=O)(=O)c3ccc(Cl)cc3)cc2C(=O)N([C@H](C)CO)C[C@@H]1C
 : 11.0	6.6
- C[C@@H]1CN([C@H](C)CO)C(=O)Cc2cc(NS(=O)(=O)c3ccc(Cl)cc3)ccc2O[C@H]1CN(C)Cc1ccc(Oc2ccccc2)cc1
 : 63.7*	-11.5
- C[C@H]1CN([C@@H](C)CO)C(=O)c2cccc(NC(=O)c3cnccn3)c2O[C@H]1CN(C)C(=O)Nc1ccccc1
 : -27.1	2.0
- C[C@H]1CN([C@@H](C)CO)C(=O)c2cc(NC(=O)Cc3ccccc3)ccc2O[C@H]1CN(C)C(=O)Nc1cccc2ccccc12
 : -31.4	5.8
- C[C@H]1CN([C@@H](C)CO)C(=O)c2cc(NC(=O)CCCN(C)C)ccc2O[C@H]1CN(C)CC1CCCCC1
 : -20.6	-7.1
- C[C@@H]1CN([C@H](C)CO)C(=O)Cc2cc(NC(=O)Cc3cn(C)c4ccccc34)ccc2O[C@H]1CN(C)S(C)(=O)=O
 : -3.0	3.0
- COc1ccc(NC(=O)N(C)C[C@H]2OCCCC[C@@H](C)Oc3ccc(NC(=O)CCCN(C)C)cc3C(=O)N([C@H](C)CO)C[C@@H]2C)cc1
 : -13.6	3.3
- C[C@@H]1CN([C@@H](C)CO)C(=O)c2cc(NS(C)(=O)=O)ccc2O[C@@H]1CN(C)S(=O)(=O)c1ccc(F)cc1
 : -8.3	4.0
- COc1ccc(NC(=O)N(C)C[C@@H]2Oc3ccc(NS(=O)(=O)c4ccc(F)cc4)cc3C(=O)N([C@@H](C)CO)C[C@H]2C)cc1
 : 5.9	-2.8
- C[C@@H]1CN([C@@H](C)CO)C(=O)c2cccc(NS(C)(=O)=O)c2O[C@@H]1CN(C)Cc1ccc(-c2ccccc2)cc1
 : -21.6	-6.8
- C[C@H](CO)N1C[C@H](C)[C@@H](CN(C)S(=O)(=O)c2ccc(Cl)cc2)Oc2ccc(NC(=O)c3ccncc3)cc2C1=O
 : 2.9	2.5
- Cc1noc(C)c1S(=O)(=O)N(C)C[C@@H]1Oc2ccc(NC(=O)Nc3cccc4ccccc34)cc2CC(=O)N([C@H](C)CO)C[C@H]1C
 : 4.0	-0.6
- C[C@@H]1CCCCO[C@H](CN(C)S(=O)(=O)c2ccc(F)cc2)[C@@H](C)CN([C@H](C)CO)C(=O)c2cc(NC(=O)Nc3cccc4ccccc34)ccc2O1
 : 47.8	-14.6
- C[C@H]1CN([C@@H](C)CO)C(=O)Cc2cc(NS(=O)(=O)c3cccs3)ccc2O[C@H]1CN(C)CC1CCCCC1
 : 3.4	-6.7
